Screens (PubChem BioAssay)
GalR3 antagonist = human GalR3 antagonism | O60755 | HEK293 GalR3-CNG cAMP membrane potential fluorescence; galR3 body fused to GalR1 C-terminus | inhibition, % at 3 µM | hit rate 0.44% among 360,000;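 active = inhibition above the screen-wide average plus 3 SD, cut at about 13% in these data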;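 also: forskolin and galanin both at EC90 stimulate the cells; cAMP rise reported by CNG channel membrane potential dye signal; 0% = forskolin plus galanin with DMSO and 100% = forskolin alone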
Target sequence (O60755 1-299 limits assumed): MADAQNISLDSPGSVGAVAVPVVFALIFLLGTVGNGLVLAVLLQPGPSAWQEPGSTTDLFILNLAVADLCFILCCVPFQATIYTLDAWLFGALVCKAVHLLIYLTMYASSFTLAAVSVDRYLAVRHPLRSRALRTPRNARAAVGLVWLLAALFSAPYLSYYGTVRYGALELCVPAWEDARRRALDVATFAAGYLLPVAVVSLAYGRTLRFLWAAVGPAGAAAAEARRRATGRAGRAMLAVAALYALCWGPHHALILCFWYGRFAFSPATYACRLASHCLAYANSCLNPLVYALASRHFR
MEKK2 WT-MEK5 = raises or lowers MEK5 binding to wildtype human MEKK2 PB1 domain; Q9Y2U5; bead flow cytometry, Alexa488-MEK5 binding to MEKK2 WT; actives lie on both sides; binding response (% of control), % at 10 µM; hit rate 1.1% among 290,000; in the data active = binding response below about 67% or above about 130%
V1aR counter = activates human V1a receptor in oxytocin agonist counter-screen; CHO-V1R cells, Fluo-8 calcium fluorescence, agonist mode; 0% DMSO, 100% 3 nM vasopressin; activation, % at 3 µM; hit rate 0.25% among 320,000;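 active = activation above the mean activation of all tested compounds plus 3 SD, per screening run, cut at about 20% in these data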;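 also: signal is peak over basal fluorescence ratio across a 100 second FLIPR read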
PHOSPHO1 block = PHOSPHO1 (human) inhibition; Q8TCT1; recombinant PHOSPHO1, absorbance phosphatase assay; inhibition, % at 13.3 µM; hit rate 1.1% among 290,000; AID 1565; in the data active = inhibition above about 60%
MEKK2mut PB1 HTS = signal of MEK5 binding to mutant human MEKK2 PB1 domain; hit rate 0.35% among 290,000; bead flow cytometry, Alexa488-MEK5 binding to MEKK2 mutant; percent response, % at 10 µM; in the data active = percent response above about 24%, passing the limit was not always enough; also: inactives centre near 1; some results filed as inactive read as strong as hits; reference of the scale not given here
NALP1 inh = inhibitors of NALP1 inflammasome in yeast | S. cerevisiae NALP1/ASC/caspase-1 growth, X-gal OD620, 72 h | inhibition, % at 10 µM | AID 2071 | hit rate 0.61% among 280,000; in the data active = inhibition mostly above about 24%, no sharp cut-off; inactive = mostly below about 32%; also: some compounds called inactive have numbers as strong as hits
OXTR ag = agonists of human oxytocin receptor; activation, % at 3 µM; P30559; hit rate 0.32% among 320,000; CHO-OTR cells, Fluo-8 calcium fluorescence; normalized: DMSO 0%, oxytocin 100%;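 active = activation above the mean of all tested compounds plus 3 SD, cutoff set per screening run, cut at about 20% in these data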;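 also: peak over basal fluorescence ratio from a 100 s FLIPR kinetic read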
MEKK3 PB1 HTS = MEKK3-MEK5 PB1 interaction, increase or decrease. hit rate 1.4% among 290,000. bead-based flow cytometry, Alexa488-MEK5 binding to MEKK3; actives lie on both sides; 0 = blocked by unlabeled MEK5, 100 = vehicle. binding response (% of control), % at 10 µM. AID 1529;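 active = binding response more than 3 SD above or below the average of its plate-row segment, actives on both sides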;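 also: Alexa488 bead fluorescence after subtracting the streptavidin-only scavenger bead signal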
Target sequence (Q99759 whole entry, looked up): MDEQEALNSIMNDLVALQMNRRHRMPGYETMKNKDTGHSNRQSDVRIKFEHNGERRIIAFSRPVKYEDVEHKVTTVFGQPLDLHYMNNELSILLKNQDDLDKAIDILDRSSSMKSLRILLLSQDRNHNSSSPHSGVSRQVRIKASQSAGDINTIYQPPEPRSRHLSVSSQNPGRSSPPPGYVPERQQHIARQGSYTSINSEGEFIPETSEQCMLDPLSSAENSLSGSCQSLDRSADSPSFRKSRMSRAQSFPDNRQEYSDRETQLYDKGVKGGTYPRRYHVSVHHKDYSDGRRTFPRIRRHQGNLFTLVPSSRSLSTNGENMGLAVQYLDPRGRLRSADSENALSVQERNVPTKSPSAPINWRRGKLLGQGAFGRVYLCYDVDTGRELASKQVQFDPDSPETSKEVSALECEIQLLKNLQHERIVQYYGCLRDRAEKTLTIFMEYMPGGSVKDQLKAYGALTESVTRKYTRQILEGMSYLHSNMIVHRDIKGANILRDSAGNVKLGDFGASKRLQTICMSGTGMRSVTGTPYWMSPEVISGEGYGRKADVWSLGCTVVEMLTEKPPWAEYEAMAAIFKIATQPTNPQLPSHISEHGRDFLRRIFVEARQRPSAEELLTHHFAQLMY
GPR7 antag = blocks human GPR7 receptor signaling; GPR7-expressing cells, fluorescence antagonist assay; inhibition, % at 4.4 µM; hit rate 1.1% among 290,000; in the data active = inhibition above about 16%, passing the limit was not always enough;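 also: cells stimulated with the agonist NPW; 0% = agonist with vehicle and 100% = vehicle without agonist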
Starred values were filed as active, the others as inactive. Rows are unselected; 5.4% or so of the library scored in one or more.

What do the screens show for `CN(C)C(=O)N1CCC(C(=O)NCc2ccc(F)cc2Cl)CC1`?
GalR3 antagonist: -4; MEKK2 WT-MEK5: 107; V1aR counter: 0.4; PHOSPHO1 block: -14; MEKK2mut PB1 HTS: 2; NALP1 inh: -10; OXTR ag: -0.4; MEKK3 PB1 HTS: 116; GPR7 antag: 0

Results for CN(Cc1ccon1)Cc1cn(C)nc1-c1ccc2c(c1)OCCO2 ?
GalR3 antagonist: -2; MEKK2 WT-MEK5: 97; V1aR counter: 0.3; PHOSPHO1 block: 45; MEKK2mut PB1 HTS: -6; NALP1 inh: 4; OXTR ag: -0.2; MEKK3 PB1 HTS: 98; GPR7 antag: 7

What do the screens show for `N#CC(C(N)=O)=C1CCC2(CC1)OCCCCO2`?
GalR3 antagonist: -3; MEKK2 WT-MEK5: 101; V1aR counter: 0.0; PHOSPHO1 block: -8; MEKK2mut PB1 HTS: -1; NALP1 inh: 3; OXTR ag: 1.2; MEKK3 PB1 HTS: 102; GPR7 antag: 2

How did O=C(O)c1ccc(NC(=O)c2ccccc2NC(=O)c2cccc(F)c2)cc1 do in these assays?
GalR3 antagonist: -3; MEKK2 WT-MEK5: 106; V1aR counter: -0.2; PHOSPHO1 block: 15; MEKK2mut PB1 HTS: 3; NALP1 inh: -10; OXTR ag: 2.9; MEKK3 PB1 HTS: 109; GPR7 antag: -11

Results for O=C(Nc1ccc2nc[nH]c2c1)c1ccco1 ?
GalR3 antagonist: -2; MEKK2 WT-MEK5: 112; V1aR counter: 0.7; PHOSPHO1 block: 22; MEKK2mut PB1 HTS: 6; NALP1 inh: 11; OXTR ag: 0.8; MEKK3 PB1 HTS: 110; GPR7 antag: 2

Results for COc1ccc(/C=N/NC(=O)c2ccc3nc[nH]c3c2)c(OC)c1OC ?
GalR3 antagonist: -4; MEKK2 WT-MEK5: 95; V1aR counter: 0.1; PHOSPHO1 block: 4; MEKK2mut PB1 HTS: -6; NALP1 inh: 14; OXTR ag: -0.3; MEKK3 PB1 HTS: 89; GPR7 antag: -1

How did O=C(N/N=C/c1ccc([N+](=O)[O-])o1)c1ccccc1-n1cccc1 do in these assays?
GalR3 antagonist: -8; MEKK2 WT-MEK5: 101; V1aR counter: 0.1; PHOSPHO1 block: 24; MEKK2mut PB1 HTS: 1; NALP1 inh: 4; OXTR ag: -0.1; MEKK3 PB1 HTS: 103; GPR7 antag: -8

Results for Cc1ccc(OCC(=O)c2cc(C)n(-c3ccccc3)c2C)c([N+](=O)[O-])n1 ?
GalR3 antagonist: 1; MEKK2 WT-MEK5: 95; V1aR counter: 3.6; PHOSPHO1 block: -1; MEKK2mut PB1 HTS: 1; NALP1 inh: 7; OXTR ag: 0.8; MEKK3 PB1 HTS: 96; GPR7 antag: -8

Results for CC(=O)NC1(C(F)(F)F)N=C(c2ccccc2)NC1=O (configuration not stated) ?
GalR3 antagonist: -1; MEKK2 WT-MEK5: 98; V1aR counter: 0.5; PHOSPHO1 block: 0; MEKK2mut PB1 HTS: -4; NALP1 inh: 24; OXTR ag: -0.3; MEKK3 PB1 HTS: 96; GPR7 antag: -1

What do the screens show for `Cc1nn(C)cc1CN(C)C(=O)c1cc2nc(-c3ccco3)cc(C(F)(F)F)n2n1`?
GalR3 antagonist: -5; MEKK2 WT-MEK5: 99; V1aR counter: 1.1; PHOSPHO1 block: 21; MEKK2mut PB1 HTS: 4; NALP1 inh: -9; OXTR ag: 0.7; MEKK3 PB1 HTS: 98; GPR7 antag: -14

How did CCc1ccc(N2CC(C(=O)Nc3cc(C)on3)CC2=O)cc1 (configuration not stated) do in these assays?
GalR3 antagonist: -3; MEKK2 WT-MEK5: 98; V1aR counter: -0.6; PHOSPHO1 block: 39; MEKK2mut PB1 HTS: -1; NALP1 inh: 4; OXTR ag: -1.6; MEKK3 PB1 HTS: 92; GPR7 antag: -5

How did O=C(Nc1cccc(Cl)c1)c1cc(S(=O)(=O)N2CCCCC2)c[nH]1 do in these assays?
GalR3 antagonist: -2; MEKK2 WT-MEK5: 100; V1aR counter: 0.5; PHOSPHO1 block: 31; MEKK2mut PB1 HTS: 1; NALP1 inh: 13; OXTR ag: 0.6; MEKK3 PB1 HTS: 102; GPR7 antag: -8

Sorted by heavy-atom count (rising): part of the list above
Results for CC(=O)NC1(C(F)(F)F)N=C(c2ccccc2)NC1=O (configuration not stated) ?
GalR3 antagonist: -1; MEKK2 WT-MEK5: 98; V1aR counter: 0.5; PHOSPHO1 block: 0; MEKK2mut PB1 HTS: -4; NALP1 inh: 24; OXTR ag: -0.3; MEKK3 PB1 HTS: 96; GPR7 antag: -1

How did CCc1ccc(N2CC(C(=O)Nc3cc(C)on3)CC2=O)cc1 (configuration not stated) do in these assays?
GalR3 antagonist: -3; MEKK2 WT-MEK5: 98; V1aR counter: -0.6; PHOSPHO1 block: 39; MEKK2mut PB1 HTS: -1; NALP1 inh: 4; OXTR ag: -1.6; MEKK3 PB1 HTS: 92; GPR7 antag: -5

How did O=C(Nc1cccc(Cl)c1)c1cc(S(=O)(=O)N2CCCCC2)c[nH]1 do in these assays?
GalR3 antagonist: -2; MEKK2 WT-MEK5: 100; V1aR counter: 0.5; PHOSPHO1 block: 31; MEKK2mut PB1 HTS: 1; NALP1 inh: 13; OXTR ag: 0.6; MEKK3 PB1 HTS: 102; GPR7 antag: -8

(more compounds)
How did Cc1cccc(-n2c(O)c(C=Nc3ccccc3O)c3ccccc3c2=O)n1 do in these assays?
GalR3 antagonist: -3; MEKK2 WT-MEK5: 99; V1aR counter: 2.3; PHOSPHO1 block: 8; MEKK2mut PB1 HTS: 4; NALP1 inh: 19; OXTR ag: 3.1; MEKK3 PB1 HTS: 105; GPR7 antag: -1

Results for COc1ccc(-c2ccc(/C=C3/C(=N)N4C(C)=CSC4=NC3=O)o2)c([N+](=O)[O-])c1 ?
GalR3 antagonist: -10; MEKK2 WT-MEK5: 94; V1aR counter: 1.0; PHOSPHO1 block: 8; MEKK2mut PB1 HTS: -4; NALP1 inh: 27; OXTR ag: 0.1; MEKK3 PB1 HTS: 91; GPR7 antag: -5

What do the screens show for `O=[N+]([O-])c1ccc(N2CCN(C(=S)NC3CCCCC3)CC2)cc1`?
GalR3 antagonist: -5; MEKK2 WT-MEK5: 96; V1aR counter: 6.6; PHOSPHO1 block: -83; MEKK2mut PB1 HTS: 1; NALP1 inh: 16; OXTR ag: 8.9; MEKK3 PB1 HTS: 99; GPR7 antag: -1

What do the screens show for `COc1ccc(-n2c(=O)/c(=C\c3cccs3)s/c2=C(/C#N)C(=O)NCCN2CCOCC2)cc1`?
GalR3 antagonist: 0; MEKK2 WT-MEK5: 95; V1aR counter: 0.6; PHOSPHO1 block: 33; MEKK2mut PB1 HTS: -6; NALP1 inh: 4; OXTR ag: 1.4; MEKK3 PB1 HTS: 104; GPR7 antag: -16

How did Cc1ccc2cc(COC(=O)c3cccc([N+](=O)[O-])c3)c(=O)[nH]c2c1 do in these assays?
GalR3 antagonist: 1; MEKK2 WT-MEK5: 95; V1aR counter: -1.3; PHOSPHO1 block: 11; MEKK2mut PB1 HTS: -7; NALP1 inh: 8; OXTR ag: -2.4; MEKK3 PB1 HTS: 94; GPR7 antag: -10

How did COC(C[C@H](O)CC(=O)[C@H](C)OCc1ccccc1)OC do in these assays?
GalR3 antagonist: -3; MEKK2 WT-MEK5: 105; PHOSPHO1 block: 26; MEKK2mut PB1 HTS: 3; MEKK3 PB1 HTS: 106

Results for CCOCCCNC(=S)N1C2CCC1CC(NC(=O)Nc1ccc(C(=O)OCC)cc1)C2 (configuration not stated) ?
GalR3 antagonist: 1; MEKK2 WT-MEK5: 90; V1aR counter: 0.5; PHOSPHO1 block: 3; MEKK2mut PB1 HTS: -8; NALP1 inh: 5; OXTR ag: 1.0; MEKK3 PB1 HTS: 103; GPR7 antag: 26*

What do the screens show for `CC1CCN(CCCN2C(=O)C3C(C(=O)Nc4cccc(Cl)c4)C4C=CC3(O4)C2C(=O)NC2CCCCC2)CC1` (configuration not stated)?
GalR3 antagonist: -7; MEKK2 WT-MEK5: 114; V1aR counter: -0.9; PHOSPHO1 block: 31; MEKK2mut PB1 HTS: 6; NALP1 inh: 13; OXTR ag: 0.1; MEKK3 PB1 HTS: 102; GPR7 antag: -7

Results for C/C(CCc1oc2ccc(Br)cc2c1-c1ccc(C)o1)=N/O ?
GalR3 antagonist: -1; MEKK2 WT-MEK5: 89; V1aR counter: 0.4; PHOSPHO1 block: -8; MEKK2mut PB1 HTS: -4; NALP1 inh: 25; OXTR ag: -0.2; MEKK3 PB1 HTS: 90; GPR7 antag: 11

Results for CCOC(=O)[C@@H](CCc1ccccc1)N[C@H](C)C(=O)N1[C@H](C(=O)O)C[C@@H]2CCC[C@@H]21 ?
MEKK2 WT-MEK5: 108; V1aR counter: 2.1; PHOSPHO1 block: 25; MEKK2mut PB1 HTS: 7; NALP1 inh: 13; OXTR ag: -0.5; MEKK3 PB1 HTS: 100; GPR7 antag: -4

How did CCC(CC)C(=O)Nc1cccc(/C(C)=N/NC(=O)c2c(Br)cnn2C)c1 do in these assays?
GalR3 antagonist: 0; MEKK2 WT-MEK5: 115; V1aR counter: -0.1; PHOSPHO1 block: 22; MEKK2mut PB1 HTS: 13; NALP1 inh: -12; OXTR ag: -0.4; MEKK3 PB1 HTS: 119; GPR7 antag: 3

Results for COc1cc(/C=N/NC(N)=O)cc([N+](=O)[O-])c1O ?
GalR3 antagonist: -3; MEKK2 WT-MEK5: 99; V1aR counter: 0.5; PHOSPHO1 block: 38; MEKK2mut PB1 HTS: 0; NALP1 inh: -4; OXTR ag: 0.9; MEKK3 PB1 HTS: 103; GPR7 antag: -7

Results for C=CCc1ccccc1OCC(O)CN1C(=O)c2ccccc2C1=O (configuration not stated) ?
GalR3 antagonist: -13; MEKK2 WT-MEK5: 100; V1aR counter: -0.8; PHOSPHO1 block: 40; MEKK2mut PB1 HTS: 1; NALP1 inh: 18; OXTR ag: -2.0; MEKK3 PB1 HTS: 101; GPR7 antag: -5

What do the screens show for `CCN(C(=S)NC(=O)CCc1ccccc1)c1ccccc1`?
GalR3 antagonist: -1; MEKK2 WT-MEK5: 100; V1aR counter: 0.6; PHOSPHO1 block: 7; MEKK2mut PB1 HTS: -2; NALP1 inh: 28; OXTR ag: 0.2; MEKK3 PB1 HTS: 105; GPR7 antag: 3

Results for COc1cccc(NC(=O)N(CCCN2CCOCC2)C(C)c2cc3ccccc3o2)c1 (configuration not stated) ?
GalR3 antagonist: -9; MEKK2 WT-MEK5: 104; V1aR counter: -0.7; PHOSPHO1 block: -7; MEKK2mut PB1 HTS: 2; NALP1 inh: 17; OXTR ag: -1.6; MEKK3 PB1 HTS: 96; GPR7 antag: 1

What do the screens show for `COC(=O)c1ccccc1C(=O)N1CCCC(C(=O)c2cc(F)ccc2F)C1` (configuration not stated)?
GalR3 antagonist: -10; MEKK2 WT-MEK5: 91; V1aR counter: 1.5; PHOSPHO1 block: 24; MEKK2mut PB1 HTS: -1; NALP1 inh: -1; OXTR ag: 2.4; MEKK3 PB1 HTS: 101; GPR7 antag: -2

How did Cc1cc(C(=O)NCCCN2CCCC2=O)no1 do in these assays?
GalR3 antagonist: -7; MEKK2 WT-MEK5: 87; V1aR counter: 0.7; PHOSPHO1 block: -7; MEKK2mut PB1 HTS: -10; NALP1 inh: 37; OXTR ag: 0.0; MEKK3 PB1 HTS: 87; GPR7 antag: 0

What do the screens show for `COCCN1C(=O)c2ccccc2C(C(=O)N2CCN(c3ccccn3)CC2)C1c1ccc(F)cc1` (configuration not stated)?
GalR3 antagonist: -2; MEKK2 WT-MEK5: 101; PHOSPHO1 block: 6; MEKK2mut PB1 HTS: 0; NALP1 inh: -74; MEKK3 PB1 HTS: 98; GPR7 antag: -12
